# 12-LOX inh: Primary qHTS assay for inhibitors of human arachidonate 12S-lipoxygenase (ALOX12): Round 2; Polyunsaturated fatty acid lipoxygenase ALOX12 (Homo sapiens), P18054; purified 12hLO, xylenol orange hydroperoxide absorbance; Potency, µM (series often up to 108 µM), for the others: at the highest dose activity change, negative = inhibition, hits mostly inhibitors; actives 1.1% (n = 580,000); AID 1671190, 2021; also: % is scaled to controls: 0 for no effect and ±100 for the full control effect
# Target sequence (P18054 whole entry, looked up): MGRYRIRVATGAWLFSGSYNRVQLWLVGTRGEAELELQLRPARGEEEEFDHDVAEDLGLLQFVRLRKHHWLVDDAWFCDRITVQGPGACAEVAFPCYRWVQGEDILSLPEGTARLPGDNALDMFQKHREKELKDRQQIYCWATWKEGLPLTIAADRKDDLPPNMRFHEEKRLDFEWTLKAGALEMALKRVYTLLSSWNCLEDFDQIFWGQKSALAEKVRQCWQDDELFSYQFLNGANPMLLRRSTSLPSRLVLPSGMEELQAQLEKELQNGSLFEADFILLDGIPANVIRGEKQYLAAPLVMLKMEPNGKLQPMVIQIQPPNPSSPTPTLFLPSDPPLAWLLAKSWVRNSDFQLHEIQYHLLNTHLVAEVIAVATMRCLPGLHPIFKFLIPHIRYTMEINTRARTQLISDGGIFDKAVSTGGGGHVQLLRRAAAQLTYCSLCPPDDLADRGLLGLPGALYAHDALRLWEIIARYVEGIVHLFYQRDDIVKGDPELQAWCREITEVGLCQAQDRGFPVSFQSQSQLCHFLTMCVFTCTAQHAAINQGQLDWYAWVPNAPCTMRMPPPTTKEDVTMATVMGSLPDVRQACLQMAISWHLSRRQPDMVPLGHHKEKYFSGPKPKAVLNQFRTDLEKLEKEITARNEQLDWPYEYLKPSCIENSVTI
#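 Purified human 12hLO (150 nM final) in 25 mM Hepes, 0.01% Triton X-100, pH 7.0 was preincubated 15 min at room temperature with compound. Then 40 uM arachidonic acid was added, 30 min. Hydroperoxide was read by Fe-XO absorbance ratio 573/405 nm.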
# Glioma ERSR ind: qHTS for Inducers of the Endoplasmic Reticulum Stress Response (ERSR) in Human Glioma: qHTS; Potency, µM, inactives show at the top dose activation, actives largely listed as activators; actives 0.02% (n = 420,000); U87-MG GRP78 promoter luciferase reporter, 16 h; also: series mostly up to about 76 µM; % of control where 0% means no effect; nearly all actives have a fitted effect of over 35% in size
#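 Stably transfected U87-MG glioma cells carrying a GRP78-based luciferase sensor; 16 h compound incubation. Luminescence end-point read 10 min after Bright-Glo addition at room temperature.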
# Active calls of the source: *; ? = inconclusive; & = joins results of further samples; ! = not confirmed by another sample; [ ] = dose if it differs, or a comment. Calls follow the shape of the dose curve; as a rule, active = well fitted curve in the direction sought with a large enough effect; inconclusive = small, poorly fitted or top-dose-only effect, or another doubt; inactive = no such curve, though single readings can be large; an effect the other way counts as inactive or inconclusive. Potency is read from the fitted curve at half-maximal effect. An excerpt; rates above refer to the full screens.
# Values run as follows: Glioma ERSR ind, 12-LOX inh
> CC(=O)NCCNc1nc(-c2ccccc2Cl)nc2ccccc12
  -2%, -28%
> Cc1ccccc1-c1cncnc1NCCN1CCOCC1
  3%, -24%
> COc1ccc2[nH]cc(CCNc3nc(-c4cccnc4)nc4ccccc34)c2c1
  -3%, ?
> O=C(c1ccco1)N1CCC2(CC1)CN(c1ccc(-c3ccccc3)cc1)C2
  -3%, 5%[57.4 µM]
> O=c1c(-c2ccc(Cl)cc2)nc2cnc(N3CCOCC3)nc2n1C[C@H]1CCCO1
  -4%, 177%[activator]
> Cc1c(C(=O)NCC(C)(C)N2CCOCC2)cnn1-c1ncc2c(n1)-c1ccccc1CCC2
  -1%, 17%
> Cc1nc(C)n(CC(=O)N2CCOc3ccc(CN4CCN(C)C[C@@H]4c4ccccc4)cc3C2)n1
  -4%, 11%
> COc1ccccc1CNc1ccnc(-c2ccccc2OC)n1
  -7%, ?
> Cc1cc2c(c(-c3ccc4nc(C)ccc4c3)c1)OC(CNC(=O)Cc1ccn(C)c1)C2 (stereo unspecified)
  -3%, ?
> O=C(c1ccoc1)N1CCOc2ccc(CN3CCC(Oc4cccnc4)CC3)cc2C1
  -6%, 3%
> COc1ccccc1-c1ccc2ncnc(N3CCNCC3)c2c1
  -3%, ?
> CN(C)Cc1ccccc1-c1nc(NCc2cccs2)c2ccccc2n1
  -8%, -1%
> COC(=O)C1CCCCN1Cc1ccc2c(c1)CN(C1CCSCC1)CCO2 (stereo unspecified)
  -4%, 3%
> N#CCCn1c(=O)c(-c2ccc(Cl)cc2)nc2cnc(Nc3ccccc3)nc21
  -4%, 0%
> O=C(c1n[nH]c2c1CCCC2)N1CCC(n2c(C3CCCO3)nc3ccccc32)CC1 (stereo unspecified)
  -5%, -5%

# Not a retest: two of the compounds above.
# Values run as follows: Glioma ERSR ind, 12-LOX inh
> CN(C)Cc1ccccc1-c1nc(NCc2cccs2)c2ccccc2n1
  -8%, -1%
> COC(=O)C1CCCCN1Cc1ccc2c(c1)CN(C1CCSCC1)CCO2 (stereo unspecified)
  -4%, 3%

# (list continues)
# Values run as follows: Glioma ERSR ind, 12-LOX inh
> CN1CCCN(C(=O)[C@@H]2C[C@@H](Sc3nc4ccccc4[nH]3)CN2Cc2ccc(OC(F)(F)F)cc2)CC1
  -2%, -7%
> CCC1(C2CCN(Cc3cccc(Cl)c3)CC2)NC(=O)N(CC2COc3ccccc3O2)C1=O (stereo unspecified)
  -3%, 18%
> COc1cc2c(cc1O)C(Cc1ccc(O)cc1)[N+](C)(C)CC2 (stereo unspecified)
  -4%, 17%
> O=C(Nc1cccc(F)c1)N1CC2(CCN(C(=O)c3cnccn3)CC2)C1
  -4%, 9%[57.4 µM]
> CN1CCN(c2ncncc2-c2ccoc2)CC1
  -4%, ?
> Cc1noc(C)c1-c1ccc2ncnc(N(C)Cc3ccco3)c2c1
  -5%, -23%
> CC(NC(=O)c1cc(F)ccc1F)c1nnc2n1CCN(Cc1ccc(-c3ccccc3)cc1)CC2 (stereo unspecified)
  -5%, -26%
> CC(=O)N1CCC2(CC1)CN(c1ccccc1)C2
  -3%, 1%[57.4 µM]
> COC(=O)N1CCC2(CC1)CCN(c1ncccn1)CC2
  -4%, -3%[57.4 µM]
> COc1cc(-c2cc(C)c3cccc(OC)c3n2)cc2c1OCCN(C(=O)Cn1nc(C)cc1C)C2
  1%, 1%
> Cc1cc(C(=O)N2CCOc3ccc(CN4CCC(Oc5cccnc5)CC4)cc3C2)c(C)o1
  -9%, 12%
> COCCNc1cc(-c2ccccc2CN(C)C)ncn1
  -2%, -21%
> COc1ccccc1C1CN(CC(=O)N2CCC(N3CCOCC3)CC2)Cc2ccccc2O1 (stereo unspecified)
  -3%, 1%
> COCCn1c(=O)c(-c2ccc(Cl)cc2)nc2cnc(OCc3ccccc3)nc21
  -3%, 0%
> COc1ccccc1CNc1ncnc2ccc(-c3ccoc3)cc12
  -2%, ?
> CC1CN(c2cc3c(cc2F)c(=O)c(C(=O)O)cn3-c2ccc(F)cc2F)CCN1 (stereo unspecified)
  -3%, -8%[3.43 µM]
> COc1ccc2[nH]cc(CCNc3ncncc3-c3ccc4c(c3)OCO4)c2c1
  -3%, ?
> CC(=O)N1CCC2(CCCN(c3ccccn3)C2)CC1
  -1%, -9%[57.4 µM]
> O=c1c2ccccc2oc2ccccc12
  2%, 2%[176 µM]
> CCCCCCCCCCCCCCCC(=O)OC[C@@H](NC(=O)C(Cl)Cl)[C@H](O)c1ccc([N+](=O)[O-])cc1
  -2%, ?
> O=C(Nc1cccc(F)c1)N1CC2(CCN(C(=O)c3ccncc3)CC2)C1
  -4%, 1%[57.4 µM]
> O=P(O)(O)C(O)(Cc1cccnc1)P(=O)(O)O
  -5%, -17%[57.4 µM]
> O=C(Oc1ccccc1)N1CCC[C@@]2(CCN(c3ccncc3)C2)C1
  -4%, -8%[57.4 µM]
> O=c1c(-c2ccccc2)nc2cnc(Nc3ccccc3)nc2n1C[C@H]1CCCO1
  -2%, ?
> COc1ncc2nc(-c3cn(C)c4ccccc34)c(=O)n(C[C@H]3CCCO3)c2n1
  -6%, -17%
> COc1ccccc1-c1ccnc(-n2ncc(C(=O)NCCc3ccccn3)c2C)n1
  -1%, 2%
> O=C(c1ccco1)N1CCC[C@@]2(CCN(c3ccccn3)C2)C1
  -4%, 1%[57.4 µM]
> CN(C(=O)c1cnn(-c2nccc(-c3ccccc3C(F)(F)F)n2)c1C1CC1)C1CCOC1 (stereo unspecified)
  3%, -1%
> COc1ccc(-n2c(=O)c(-c3cc(F)cc(F)c3)nc3cnc(N4CCOCC4)nc32)cc1
  -4%, ?
> COc1ccc(Oc2ncc3nc(C)c(=O)n(C[C@H]4CCCO4)c3n2)cc1
  -1%, ?

# Rewritten tab-delimited: 2 of the compounds above
Molecule	Glioma ERSR ind	12-LOX inh
O=C(c1ccco1)N1CCC[C@@]2(CCN(c3ccccn3)C2)C1	-4%	1%[57.4 µM]
CC1CN(c2cc3c(cc2F)c(=O)c(C(=O)O)cn3-c2ccc(F)cc2F)CCN1 (stereo unspecified)	-3%	-8%[3.43 µM]

# Part of the list above in order of length of the SMILES, high to low:
# Values run as follows: Glioma ERSR ind, 12-LOX inh
> COc1cc(-c2cc(C)c3cccc(OC)c3n2)cc2c1OCCN(C(=O)Cn1nc(C)cc1C)C2
  1%, 1%
> Cc1cc2c(c(-c3ccc4nc(C)ccc4c3)c1)OC(CNC(=O)Cc1ccn(C)c1)C2 (stereo unspecified)
  -3%, ?
> COc1ncc2nc(-c3cn(C)c4ccccc34)c(=O)n(C[C@H]3CCCO3)c2n1
  -6%, -17%
> O=C(Nc1cccc(F)c1)N1CC2(CCN(C(=O)c3cnccn3)CC2)C1
  -4%, 9%[57.4 µM]
> CC(=O)NCCNc1nc(-c2ccccc2Cl)nc2ccccc12
  -2%, -28%
> COCCNc1cc(-c2ccccc2CN(C)C)ncn1
  -2%, -21%

# Later entries.
# Values run as follows: Glioma ERSR ind, 12-LOX inh
> CN1CCN(c2ncc3nc(-c4cn(C)c5ccccc45)c(=O)n(Cc4cccs4)c3n2)CC1
  -3%, ?
> Cc1noc(C)c1-c1ccc2ncnc(NCCN3CCOCC3)c2c1
  2%, ?
> COc1ccc(-c2nc3cnc(OC)nc3n(-c3ccccc3)c2=O)cc1
  -4%, ?
> COc1ccc(-n2c(=O)c(C)nc3cnc(Nc4cccc(OC)c4)nc32)cc1
  -5%, 26%
> COCC1CCCN(Cc2ccc3c(c2)CN(C(=O)c2ccc(-n4cccn4)cc2)CCO3)C1 (stereo unspecified)
  -1%, 14%
> CN(C)c1ccc(-c2cncnc2N(C)Cc2ccco2)cc1
  -2%, -27%
> CN(C)c1ncc2nc(-c3ccc(Cl)cc3)c(=O)n(C3CC3)c2n1
  0%, -26%
> CCN1C(=O)CC(CC(=O)N2CCCCC2c2nccs2)(c2ccccc2C)C1=O (stereo unspecified)
  -2%, 13%
> Cn1cccc1C(=O)N1CCC2(CCCN(C(=O)Nc3ccccc3)C2)CC1
  -4%, -3%[57.4 µM]
> COc1cccc(Nc2ncc3nc(-c4cccs4)c(=O)n(Cc4cccs4)c3n2)c1
  -4%, ?
> COc1ccc(S[C@@H]2C[C@@H](C(=O)Nc3ccc4nccnc4c3)N(C3Cc4ccccc4C3)C2)cc1
  -1%, ?
> COc1ccc(NC(=O)N2CC3(CCN(C(=O)c4c(C)noc4C)CC3)C2)cc1
  -1%, ?
> CN(C)CCCCSC(=N)N
  -1%&-3%, 2%&0%
> O=c1c(-c2ccc(F)cc2)nc2cnc(N3CCOCC3)nc2n1CCc1ccccc1
  -5%, ?
> CC(C)NC[C@H](O)c1ccc(NS(C)(=O)=O)cc1
  -3%&-2%, 16%

# Random excerpt: four compounds from above, in no set order.
# Values run as follows: Glioma ERSR ind, 12-LOX inh
> O=c1c2ccccc2oc2ccccc12
  2%, 2%[176 µM]
> COCC1CCCN(Cc2ccc3c(c2)CN(C(=O)c2ccc(-n4cccn4)cc2)CCO3)C1 (stereo unspecified)
  -1%, 14%
> CCCCCCCCCCCCCCCC(=O)OC[C@@H](NC(=O)C(Cl)Cl)[C@H](O)c1ccc([N+](=O)[O-])cc1
  -2%, ?
> CN(C)CCCCSC(=N)N
  -1%&-3%, 2%&0%

# New compounds follow:
# Values run as follows: Glioma ERSR ind, 12-LOX inh
> Cc1ncc2c(c1CNC(=O)c1ccc3c(c1)OCO3)CCN(C(=O)c1cc3ccccc3o1)C2
  -3%, -1%
> Cc1cnc(CNC(=O)c2c3n(c(C)cc2=O)-c2ccccc2SC(c2ccsc2)C3)cn1 (stereo unspecified)
  -2%, 11%
> COc1cc(=O)n2c(c1C(=O)NCc1ccsc1)CCN(Cc1nc3ccccc3[nH]1)CC2
  0%, 5%
> c1csc(CNc2nc(-c3ccc4c(c3)OCO4)nc3ccccc23)c1
  -2%, 11µM*
> O=C(NCC1(N2CCOCC2)CCCC1)c1cnn(-c2ncc3c(n2)-c2ccccc2CC3)c1C1CC1
  -3%, -10%
> O=C(Oc1ccccc1)N1CCC[C@@]2(CCN(c3ccccc3)C2)C1
  -3%, ?
> Cc1cc(C(=O)Nc2ccccc2-c2nc(CNC(=O)C3(C)CCCCC3)c(C)o2)c(C)o1
  -6%, 7%
> O=C(Cn1cncn1)NCC1Cc2cc(-c3ccsc3)cc(Cl)c2O1 (stereo unspecified)
  -3%, 4%
> O=C(O)Cc1cccc(OCCCN(Cc2cccc(C(F)(F)F)c2Cl)CC(c2ccccc2)c2ccccc2)c1
  11%, 24µM*!
> O=c1c(-c2ccccc2)coc2cc(O)cc(O)c12
  -1%, ?
> COc1cccc(-c2cc(NCc3cccs3)ncn2)c1
  0%, -19%
> O=C(Nc1ccccc1)N1CCCC2(CCN(S(=O)(=O)c3ccccc3)CC2)C1
  -2%, 9%[57.4 µM]
> O=S(=O)(c1ccccc1)N1CCC2(CCCN(Cc3ccccc3)C2)CC1
  -5%, -12%[57.4 µM]
> COc1cccc(CN2CCCC(c3nc(-c4ccncc4)ncc3-c3ccccc3)C2)c1O (stereo unspecified)
  -1%, -19%
> OC(c1cccnc1)c1ccc2c(c1)CN(Cc1cccc3c1OCO3)CCO2 (stereo unspecified)
  -2%, 16%
> CCC1(C2CCN(C(=O)c3ccc(C)cc3C)CC2)NC(=O)N(CCc2scnc2C)C1=O (stereo unspecified)
  -3%, 14%
> CN(C)C1CCc2[nH]c3ccc(NC(=O)c4ccc(F)cc4)cc3c2C1 (stereo unspecified)
  -2%, 201%[activator]
> COc1cc(=O)n2c(c1C(=O)N(C)Cc1nonc1C)CCN(Cc1ccc(C)cc1C)CC2
  0%, 2%
> C[C@@H]1CN(Cc2ccc3c(c2)CN(C(=O)CN2CCOc4ccccc4C2)CCO3)C[C@H](C)O1
  -2%, 15%
> O=c1c(-c2cccs2)nc2cnc(N3CCOCC3)nc2n1-c1ccccc1
  -2%, 62%[activator]
> O=C(CCCCCN1C(=O)c2cccc3cccc(c23)C1=O)NO
  ?, 3.5µM*
> Cc1ccc(CNc2ncnc3sc(C(=O)N4CCC(N5CCCC(O)C5)CC4)c(C)c23)o1 (stereo unspecified)
  -3%, 6%
> CS(=O)(=O)N1CCC2(CCN(Cc3nccs3)CC2)CC1
  -3%, 0%[57.4 µM]

# Compound activity: PubChem BioAssay, National Center for Advancing Translational Sciences (NCATS)
